SRC1 TRFRET art: flags TR-FRET format artefacts in PPARgamma SRC-1 recruitment agonist screen; TR-FRET detection artefact counter-screen, emission ratio; active compounds read high; TR-FRET ratio at 8 µM; 99,000 tested, 0.34% active; in the data active = TR-FRET ratio above about 2300; also: inactives centre near 1800; reference of the scale not given here
SRC3 TRFRET art: counter-screen for PPARgamma SRC-3 recruitment agonists: TR-FRET artefact. TR-FRET ratio at 8 µM. 99,000 tested, 0.39% active. PPARgamma/SRC-3 format; active compounds read high; in the data active = TR-FRET ratio above about 2000; also: inactives centre near 1600; reference of the scale not given here
An asterisk follows results filed as active.

Compound | SRC1 TRFRET art | SRC3 TRFRET art
CCn1c2ccccc2c2cc(/C=N/NC(=O)c3ccc(O)cc3)ccc21 | 1912 | 1722
CCOC(=O)C1=C(C)N(CCCC(=O)O)C(=O)NC1c1ccc([N+](=O)[O-])cc1 (stereo not drawn) | 1689 | 1371
O=C(/C=C/c1ccccc1)NC(=S)Nc1ccc2c3c(cccc13)CC2 | 1598 | 1553
CC(=O)Nc1ccc(NC(=O)c2ccc(COc3ccc4c(C)cc(=O)oc4c3)cc2)cc1 | 2016 | 1576
CC1CCN(S(=O)(=O)c2ccc(N=NC3=C(O)CC(C)(C)CC3=O)cc2)CC1 | 1849 | 1663
COc1ccc(/C=N/NC(=O)c2ccoc2C)cc1O | 1752 | 1547
CC(C)CC(=O)Nc1ccc(C(=O)Nc2cccc(O)c2)cc1 | 1599 | 1561
COc1cc(OC)c(S(=O)(=O)Nc2ccc(C)cn2)cc1NC(C)=O | 1738 | 1508
Cc1cc(OCC(=O)NC2CCCCC2)ccc1Cl | 1753 | 1730
COc1ccc(NC(=S)N2CCCN(Cc3cc(C)ccc3C)C2)cc1 | 1607 | 1589

5 entries from above, with values under each structure.
Fields: SRC1 TRFRET art, SRC3 TRFRET art
> CC1CCN(S(=O)(=O)c2ccc(N=NC3=C(O)CC(C)(C)CC3=O)cc2)CC1
 : 1849, 1663
> COc1ccc(/C=N/NC(=O)c2ccoc2C)cc1O
 : 1752, 1547
> CC(C)CC(=O)Nc1ccc(C(=O)Nc2cccc(O)c2)cc1
 : 1599, 1561
> COc1cc(OC)c(S(=O)(=O)Nc2ccc(C)cn2)cc1NC(C)=O
 : 1738, 1508
> Cc1cc(OCC(=O)NC2CCCCC2)ccc1Cl
 : 1753, 1730

Next entries.
Compound | SRC1 TRFRET art | SRC3 TRFRET art
O=[N+]([O-])c1ccc(NCCCNS(=O)(=O)c2ccccc2)cc1 | 1891 | 1595
O=C(c1cc(COc2ccc(F)cc2Cl)on1)N1CCCC(OCc2cccnc2)C1 (stereo not drawn) | 1769 | 1623
COc1nc(C#N)nc(N(C)C)n1 | 1775 | 1512
O=C(NCCCN1CCCC1=O)c1ccc(OC(F)(F)F)cc1 | 1544 | 1412
CSc1ccccc1NC(=O)c1ccc(C)o1 | 2278 | 1560
CCOC(=O)C(=O)N(Nc1ccccc1C)c1ccccc1C | 2015 | 1553
CC(C)CCNC(=O)COc1ccc(C(=O)c2ccccc2)cc1 | 1691 | 1659
Cc1nnc2sc(SCC(=O)Nc3ccc(Cl)cc3)nn2c1=O | 1601 | 1516
CC(=O)N/C(=C/c1ccc(OS(=O)(=O)c2ccc(C)cc2)cc1)C(=O)NCCO | 1943 | 1609
CC1=CC(=O)C(C(C)C)=C/C1=N\OC(=O)c1cccc2nc(C)oc12 | 1921 | 1601
O=[N+]([O-])c1cc(S(=O)(=O)N2CCCC2)ccc1N/N=C1/CCCc2ccccc21 | 1812 | 1672
Cc1ccc(C)c(S(=O)(=O)Nc2cc(SCC(=O)O)c(O)c3ccccc23)c1 | 1860 | 1648
Cc1cc(-c2n[nH]c(=S)n2Cc2ccco2)nn1C | 1679 | 1737
COc1ccc(/C=N/NC(=O)c2cc(O)c(O)c(O)c2)cc1Cn1cc([N+](=O)[O-])cn1 | 1957 | 1563
O=Cc1ccc(-c2ccccc2C(=O)O)o1 | 1918 | 1494
O=C(c1ccc(Br)o1)N(c1ccccn1)C1CCCCC1 | 1733 | 1766
Cc1cc(C(C)C)n2c(nc3ccccc32)c1C#N | 1642 | 1474
CC(=O)Nc1cccc(C(=O)OCc2ccc([N+](=O)[O-])cc2)c1 | 1526 | 1369
COc1cc(/C=N/N2C(=O)CSC2=S)cc(Br)c1O | 1923 | 1785
O=C(Nc1ccccc1Cl)OCc1cncs1 | 1955 | 1697
CO/N=C/c1ccc(N2CCCC2)c([N+](=O)[O-])c1 | 1870 | 1532
N#Cc1c(N)n(CCNC(=O)c2cccs2)c2nc3ccccc3nc12 | 2137 | 1506
COc1ccc(-c2cc(C(=O)NNC(=S)NC(=O)c3c(-c4ccccc4)noc3C)[nH]n2)cc1 | 1922 | 1629
CN1CCN(S(=O)(=O)c2ccc(NC(=S)NC(=O)C3CCCC3)cc2)CC1 | 1724 | 1596
Cc1cn(S(=O)(=O)c2ccc(Cl)cc2)c(C)n1 | 1952 | 1539
O=C(Nc1ccc(C(=O)O)cc1)/C(=C\c1ccc2c(c1)OCO2)NC(=O)c1ccc(Br)o1 | 1722 | 1558
Cc1[nH]c2ccccc2c1CCN(Cc1cccnc1)C(=S)Nc1cccc(F)c1 | 1720 | 1563
O=C(Cc1cccc2ccccc12)N/N=C/C=C/c1cccc([N+](=O)[O-])c1 | 1957 | 1530
OC(COc1ccc2c(c1)OCO2)CN1CCN(c2ccc(F)cc2)CC1 (stereo not drawn) | 1707 | 1545
CCc1nnc(NS(=O)(=O)c2ccc(NC(=O)c3ccc(Cl)cc3)cc2)s1 | 1739 | 1328

Given with two lines to a compound: entries from further up
Second line of a record – SRC1 TRFRET art	SRC3 TRFRET art
> Cc1cn(S(=O)(=O)c2ccc(Cl)cc2)c(C)n1
  1952	1539
> O=C(Nc1ccccc1Cl)OCc1cncs1
  1955	1697

Further entries:
Compound | SRC1 TRFRET art | SRC3 TRFRET art
CC(SCCc1ccccn1)C(=O)O (stereo not drawn) | 1719 | 1525
O=C(NC(=S)NCC1CCCO1)c1ccccc1Br (stereo not drawn) | 1692 | 1548
CC(C)(C)c1ccccc1NC(=S)NC1CCCCC1 | 1850 | 1628
Cc1ccc(OCc2ccc(C(=O)NCC3CCCO3)cc2)cc1 (stereo not drawn) | 2021 | 1296
COc1ccccc1CNC(=O)C(NC(=O)c1ccc(C)cc1)C(C)C (stereo not drawn) | 1692 | 1554
CCN(c1ccc(NC(=O)COC(=O)CCc2cc(OC)c(OC)c(OC)c2)cc1)C(C)C | 1463 | 1645
COc1ccc(NS(=O)(=O)/C=C/c2ccc(OC)c(OC)c2)cc1 | 1628 | 1446
CC12CCC(C(=O)N(NC(=O)c3ccccc3O)C1=O)C2(C)C (stereo not drawn) | 1597 | 1573
COc1ccc(CCN(Cc2cc3cccc(C)c3n3nnnc23)C(=O)c2ccncc2)cc1OC | 1687 | 1544
CC1CC(C)CN(C(=O)CCNS(=O)(=O)c2ccc3c(c2)CCC(=O)N3)C1 (stereo not drawn) | 1640 | 1606
NS(=O)(=O)c1ccc(CCNC(=O)c2ccc([N+](=O)[O-])cc2[N+](=O)[O-])cc1 | 1810 | 1639
CCOc1ccc(NC(=O)N2CCC(c3nc4ccccc4o3)CC2)cc1 | 1906 | 1661
On1nnc2ccc(C(F)(F)F)cc21 | 1710 | 1604
CCN(CC)S(=O)(=O)c1ccc(Cl)c(C(=O)Nc2nnc(C)s2)c1 | 1865 | 1507
Cc1cc(C)cc(C(=O)Nc2ccc(N3CCN(S(C)(=O)=O)CC3)cc2)c1 | 1575 | 1354
CC(=O)Nc1cn(C(C)=O)c(C)n1 | 1830 | 1554
Cc1cccc(CSc2ccc(-c3ccco3)nn2)c1 | 1806 | 1734
CN(C)[C@@H]1C(=O)C(C(=O)NCN2CCCC2)=C(O)[C@@]2(O)C(=O)C3=C(O)c4c(O)cccc4[C@@](C)(O)C3CC12 (stereo partly drawn) | 1801 | 1606
COc1ccc(-n2nc(C)cc2N)cc1 | 1643 | 1500
CCCc1nc(N)nc2c1C(=O)CC(C)(C)C2 | 1997 | 1496
COc1ccc(Br)cc1/C=N/NC(=O)c1cc(Br)ccc1O | 1967 | 1761
CCOC(=O)c1c(C)[nH]c(C(=O)CSc2nnc(CC(C)c3ccccc3)o2)c1C (stereo not drawn) | 1668 | 1619
O=C(COc1ccc([N+](=O)[O-])cc1)N/N=C/c1cc([N+](=O)[O-])ccc1N1CCOCC1 | 1800 | 1636
Cc1ccc(C(=O)N(C)CC(=O)Nc2ccc(F)c(F)c2F)o1 | 1872 | 1512
Cc1nn(C)c(C)c1S(=O)(=O)N1CCC(CO)(Cc2ccc(Cl)cc2)CC1 | 1977 | 1756
COc1cc(C(=O)NCCC(=O)NC2CCCCCCC2)cc(OC)c1OC | 1939 | 1505
CC(OC(=O)C1CCC(=O)N1)C(=O)Nc1cc(Cl)cc(Cl)c1 (stereo not drawn) | 1629 | 1597
COc1cc(CC(=O)OCC(=O)Nc2ccc3c(c2)OCO3)cc(OC)c1OC | 1593 | 1584
CC(=C/C(=O)O)/C(=C/c1ccccc1)C(=O)O | 1695 | 1614
CC(=O)Nc1ccc(NC(=O)C23CC4CC(C2)CC(n2cnc(Br)n2)(C4)C3)cc1 | 1679 | 1466
COC(=O)CNC(=O)COC(=O)/C=C/c1ccccc1[N+](=O)[O-] | 1741 | 1413
Cn1c(SCC(=O)Nc2cc(S(=O)(=O)N3CCOCC3)ccc2N2CCOCC2)nnc1-c1ccncc1 | 1968 | 1545
CCOC(=O)Cc1c(C)nc(N)[nH]c1=O | 1812 | 1759
COc1ccc(NC(=O)C(c2ccc(OC)cc2)N(C)C(=O)CC2NC(=O)NC2=O)cc1 (stereo not drawn) | 1848 | 1489
O=C(CCC1CCCN(C(=O)C2(c3ccccc3)CC2)C1)N1CCN(c2ccccn2)CC1 (stereo not drawn) | 1882 | 1530
COc1cc(C(=O)OCC(=O)Nc2cc(C)on2)c([N+](=O)[O-])cc1OC | 1715 | 1512
Cc1ccn2c(-c3n[nH]c(=S)n3Cc3ccccc3)c(C)nc2c1 | 1854 | 1800
COC(=O)c1ccccc1NC(=O)c1cccc(NC(=O)C(C)C)c1 | 1669 | 1358
Fc1cccc(Cl)c1CSc1ccc2nnc(-c3ccccn3)n2n1 | 1795 | 1497
O=C(N/C(=C\c1ccc(-c2ccccc2)o1)C(=O)N1CCOCC1)c1ccccc1 | 1923 | 1702
O=C(NCCSc1c[nH]c2ccccc12)c1ccc2c(c1)OCO2 | 1924 | 1454
Cn1c(Cn2c(=O)sc3ccccc32)nnc1SCC(=O)NCc1ccccc1Cl | 1490 | 1348
O=C(COC(=O)c1ccccc1NC(=O)C1CC1)c1ccc2c(c1)OCCO2 | 1693 | 1585
CC(=O)N1N=C(c2cccs2)CC1c1ccc(C)o1 (stereo not drawn) | 2339* | 1805
CNC(=O)/C=C/c1cccc(C(F)(F)F)c1 | 1872 | 1326
CC(C)Cn1cc(C(=O)NCCCN2CCCC2=O)c2c3ccccc3n(C)c2c1=O | 2208 | 1635
COCCNC(=S)N1CCN(c2ccc(Cl)cc2)CC1 | 1948 | 1660
CC(/C=N/NC(=O)Cn1cnc2c1c(=O)n(C)c(=O)n2C)=C\c1ccccc1 | 2083 | 1562
COc1ccc(C2=NOC(C(=O)Nc3ccc4c(c3)OCO4)C2)cc1OC (stereo not drawn) | 1951 | 1623
Cc1ccc(C(=O)Oc2ccccc2N2C(=O)C3C4CCC(C4)C3C2=O)cc1 (stereo not drawn) | 1932 | 1624

Next entries.
Compound | SRC1 TRFRET art | SRC3 TRFRET art
CCN(CC)CCOC(=O)c1ccc(NC(=O)c2cccc(C)c2[N+](=O)[O-])cc1 | 1870 | 1698
CC1Cc2ccccc2N1S(=O)(=O)c1cccc(C(=O)NCCCn2ccnc2)c1 (stereo not drawn) | 1715 | 1694
CCn1c(C)c(C(C)=O)c(N2CCN(c3ccc(OC)cc3)CC2)nc1=S | 2021 | 1682
CCCCc1ccc(NC(=S)Nc2ccc(Nc3ccc(OC)cc3)cc2)cc1 | 1836 | 1481
NC(=O)c1sc2nc(-c3ccccc3)c3c(c2c1N)CCCC3 | 1979 | 1620
CC(C)C(=O)NC(Nc1cc(C(F)(F)F)ccc1Cl)C(Cl)(Cl)Cl (stereo not drawn) | 1801 | 1725
C/C(CC(=O)NC12CC3CC(CC(C3)C1)C2)=N\NC(=O)c1cnccn1 | 1660 | 1461
Cc1cccc(C(=O)NC(=S)Nc2ccccc2C(=O)O)c1 | 1788 | 1755
CCN(CC)C(=O)NC1CCCCCCC1 | 1623 | 1362
CCOc1ccc(CN2CCN(C/C=C/c3ccc(OC)cc3)CC2CCO)cc1 (stereo not drawn) | 1846 | 1687
Cc1ccc(CN2C(=O)N/C(=C\c3cccn3-c3cccc(C(=O)O)c3)C2=O)cc1 | 1987 | 1583
O=C(Cn1ccc([N+](=O)[O-])n1)NCc1nc2ccccc2[nH]1 | 1624 | 1457
CNc1cc(F)nc(F)n1 | 1645 | 1421
CCc1ccc(CN(C)Cc2nc(Cc3ccc(OC)c(OC)c3)no2)nc1 | 1598 | 1645
CSc1nc(-c2ccc(Cl)cc2)nn1C(=O)c1ccccc1 | 2015 | 1548
CC1CN(C(=O)COC(=O)c2cc([N+](=O)[O-])ccc2Cl)CC(C)O1 (stereo not drawn) | 1573 | 1605
C/C(=N\Nc1nc2ccccc2[nH]1)c1ccc2c(c1)OCCO2 | 1677 | 1684
COc1cc(OC)c(OC)cc1CN1CCN(Cc2cccn2C)CC1 | 1697 | 1619
O=C(NCc1ccc2c(c1)OCO2)c1ccc(Cl)c(S(=O)(=O)NCc2ccccc2)c1 | 1994 | 1673
O=C(CCc1nnc(CCc2ccccc2)o1)N1CCCCC1CCn1cccn1 (stereo not drawn) | 1817 | 1527
COc1ccccc1-n1cc(C(=O)NCC(=O)N2CCN(Cc3ccccc3)CC2)c2ccccc2c1=O | 1658 | 1632
O=C(CNS(=O)(=O)c1ccccc1)OCC(=O)c1cccc([N+](=O)[O-])c1 | 1840 | 1540
Cc1ccc(Nc2nc(N)c([N+](=O)[O-])c(NCc3ccco3)n2)cc1 | 1702 | 1723
CCNc1ccc(S(=O)(=O)N(C)C)cc1[N+](=O)[O-] | 1659 | 1580
CCOC(=O)c1sc(=NC(=O)C2CC2)n(C)c1C | 1594 | 1358
CC(=O)c1ccc2noc(-c3ccccc3)c2c1 | 1855 | 1719
Cc1ccc(-c2nnc(NCc3nc4ccccc4[nH]3)c3ccccc23)cc1S(=O)(=O)N1CCOCC1 | 1939 | 1835
O=C(N[C@@H](Cc1ccccc1)C(=O)O)c1c(F)c(F)c(F)c(F)c1F | 1834 | 1530
CCOC(=O)C1=C(C)N(C)C(C)=C(C(=O)OCC)C1c1ccsc1 | 1778 | 1724
Cc1ccc(C(=O)c2ccccc2C(=O)OCC(=O)NC(=O)NC(C)(C)C)cc1 | 1754 | 1459

Screening results deposited in PubChem by The Scripps Research Institute Molecular Screening Center.

This is a subset; count on the stated rates, not on these rows.
